# TexasRed fluor: Total Fluorescence Counterscreen for Inhibitors of the Interaction of Thyroid Hormone Receptor and Steroid Receptor Coregulator 2; Potency, µM (titrated, usually from 106 µM), for the others: at the highest dose fluorescence change, negative = quenching; TRb/SRC2 Texas Red total fluorescence interference; 280,000 tested, 0.29% active; AID 1479, 2009; active = well fitted curve in either direction with a large enough effect; inconclusive = small, poorly fitted or top-dose-only effect; note: % is set by controls: 0 for no effect and ±100 for the full control effect
#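 Human TRb ligand-binding domain at 0.6 uM with 20 nM Texas Red SRC2 peptide in Tris buffer containing 1 uM T3 and 5% DMSO, incubated with compound 5 h at ambient temperature. Total fluorescence (555/632 nm) calculated as parallel + 2 × perpendicular.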
# TRb-SRC2 inh: qHTS for Inhibitors of the Interaction of Thyroid Hormone Receptor and Steroid Receptor Coregulator 2. 280,000 tested, 0.065% active. Potency, µM (series often up to 106 µM), for inactives: top-dose activity change, negative = inhibition, hits mostly inhibitors. Thyroid hormone receptor beta (Homo sapiens), P10828. TRbeta-SRC2 peptide binding, fluorescence polarization; receptor liganded with 1 µM T3. AID 1469, 2008;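 note: plate controls were bound peptide for no effect and peptide without receptor for full effect; nearly all actives have a fitted effect of over 50% in size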
# Target sequence (P10828 whole entry, looked up): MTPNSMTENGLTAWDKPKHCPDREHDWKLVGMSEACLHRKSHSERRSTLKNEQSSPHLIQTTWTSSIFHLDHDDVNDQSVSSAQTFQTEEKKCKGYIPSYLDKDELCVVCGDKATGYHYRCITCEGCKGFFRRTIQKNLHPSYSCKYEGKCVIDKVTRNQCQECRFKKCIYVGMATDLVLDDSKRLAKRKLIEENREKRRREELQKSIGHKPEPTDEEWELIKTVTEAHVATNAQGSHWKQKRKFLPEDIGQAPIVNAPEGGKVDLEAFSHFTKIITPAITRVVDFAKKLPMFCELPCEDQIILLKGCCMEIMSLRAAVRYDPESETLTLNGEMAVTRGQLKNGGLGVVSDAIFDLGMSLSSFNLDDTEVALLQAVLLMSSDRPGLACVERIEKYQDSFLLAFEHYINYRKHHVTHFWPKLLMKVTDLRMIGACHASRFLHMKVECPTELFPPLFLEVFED
#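 TRb LBD 0.6 uM + Texas Red SRC2 peptide 20 nM, 1 uM T3, Tris buffer w/ 5% DMSO; compound pinned, 5 h RT; FP read ex 555/em 632; normalized to unbound and bound controls.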
# SMN2 splice enh: qHTS Assay for Enhancers of SMN2 Splice Variant Expression; HEK293 SMN2-luciferase splicing reporter, luminescence, 30-36 h; Potency, µM (doses to about 46.1 µM), for the others: top-dose activity change, positive = activation, most hits filed as activators; 210,000 tested, 2.8% active; AID 1458, 2008; note: % of control where 0% means no effect; nearly all actives have a fitted effect of over 55% in size
#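 HEK293 cells carry an SMN2 minigene-luciferase reporter in which exon 7 inclusion puts luciferase in frame. Cells were seeded at 2000 cells/well, attached for 10-12 hours, then exposed to compounds for 30-36 hours at 37C before ONE-Glo luminescence.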
# RGS12 GoLoco inh: qHTS Assay for Inhibitors of RGS12 GoLoco Motif Activity (Red Fluorophore); Guanine nucleotide-binding protein G(i) subunit alpha-1 (Homo sapiens), P63096; Gai1:RGS12 GoLoco peptide FP, rhodamine, 10 min; Potency, µM (highest dose often 61.6 µM), for inactives: at the highest dose activity, negative = inhibition, most hits filed as inhibitors; 230,000 tested, 0.44% active; AID 880, 2007; active = well fitted inhibition curve with a large enough effect, not every such curve was filed as active; inactive = no such curve, though single readings can be large or run the other way; note: % is set by controls: 0 for no effect and ±100 for the full control effect; nearly all actives have a fitted effect of over 30% in size; many of its hits are not listed in these tables
# JMJD2E inh: qHTS Assay for Inhibitors of Human Jumonji Domain Containing 2E (JMJD2E). Lysine-specific demethylase 4E (Homo sapiens), B2RXH2. JMJD2E catalytic domain, FDH-coupled NADH fluorescence (FDH is formaldehyde dehydrogenase). Potency, µM (highest dose often 57.1 µM), inactives show at the top dose activity change, negative = inhibition, actives largely listed as inhibitors. 230,000 tested, 1.6% active; active = well fitted inhibition curve with a large enough effect, not every such curve was filed as active; inconclusive = small, poorly fitted or top-dose-only effect, or another doubt; inactive = no such curve, though single readings can be large or run the other way;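 note: 0% = wells with enzyme and -100% = buffer wells without enzyme; nearly all actives have a fitted effect of over 50% in size; many of its hits are not listed in these tables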
# Target sequence (B2RXH2 1-337 limits assumed): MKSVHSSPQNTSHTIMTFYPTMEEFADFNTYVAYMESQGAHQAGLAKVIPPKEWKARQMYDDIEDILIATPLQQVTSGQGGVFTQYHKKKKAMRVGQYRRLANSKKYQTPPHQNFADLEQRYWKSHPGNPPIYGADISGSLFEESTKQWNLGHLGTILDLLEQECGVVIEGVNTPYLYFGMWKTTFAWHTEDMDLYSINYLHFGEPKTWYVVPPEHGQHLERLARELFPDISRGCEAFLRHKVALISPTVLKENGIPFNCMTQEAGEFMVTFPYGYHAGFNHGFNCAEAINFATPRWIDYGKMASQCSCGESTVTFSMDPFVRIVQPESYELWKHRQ
# ALDH1A1 inh: qHTS Assay for Inhibitors of Aldehyde Dehydrogenase 1 (ALDH1A1) | Aldehyde dehydrogenase 1A1 (Homo sapiens), P00352 | Purified ALDH1A1, NADH fluorescence, propionaldehyde substrate | Potency, µM (titrated, usually from 75.3 µM), without a hit: top-dose activity, negative = inhibition, hits mostly inhibitors | 220,000 tested, 7.3% active | AID 1030, 2008; active = well fitted inhibition curve with a large enough effect, not every such curve was filed as active; inconclusive = small, poorly fitted or top-dose-only effect, or another doubt; inactive = no such curve, though single readings can be large or run the other way;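 note: plate controls were no enzyme wells and a reference inhibitor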
# RECQ1 inh: qHTS Assay for Inhibitors of RecQ-Like Dna Helicase 1 (RECQ1). RECQ1 DNA unwinding, red fluorescence kinetic read. 240,000 tested, 0.54% active. AID 2549, 2010. Potency, µM (top dose mostly 57.3 µM), inactives show at the top dose activity, negative = inhibition, most hits filed as inhibitors. ATP-dependent DNA helicase Q1 (Homo sapiens), P46063;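 note: plate controls were vehicle for no effect and no enzyme for full effect; nearly all actives have a fitted effect of over 30% in size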
#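 RECQ1T1 50 nM; forked duplex (20 bp + 30-nt ss tails) 200 nM, ATP 2 mM final; pH 8.0, 2 mM MgCl2, 2.5 ug/ml poly(dI-dC); 15 min compound preincubation; discontinuous kinetic read over 2 h at RT.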
# Lamin A splicing: qHTS Assay for Modulators of Lamin A Splicing | HeLa LMNA splicing GFP/RFP minigene ratio, 48 h | Potency, µM (doses to about 46.1 µM), without a hit: at the top dose ratio change, negative = inhibition, actives largely listed as inhibitors | 200,000 tested, 0.01% active; active = well fitted inhibition curve with a large enough effect in the signal ratio, with a control signal flat, not every such curve was filed as active; inconclusive = small, poorly fitted or top-dose-only effect, or effect the other way, or a change in a side signal; the % refers to the signal ratio; note: % is set by controls: 0 for no effect and ±100 for the full control effect
#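 S3 HeLa cells stably expressing lamin A-EGFP splicing minigene plus DsRed2, 600 cells/well, 48 h compound exposure at 37C. Laser-scanning cytometry; analysed as GFP (500-530 nm)/RFP (575-640 nm) total intensity ratio; 0.5% DMSO vehicle.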
# * = called active by the depositor; i = inactive; u = inconclusive; x = not tested or not shown; [ ] = dose if it differs, or a comment. Unless noted, calls come from the whole dose curve; as a rule, active = well fitted curve in the direction sought with a large enough effect; inconclusive = small, poorly fitted or top-dose-only effect, or another doubt; inactive = no such curve, though single readings can be large; an effect the other way counts as inactive or inconclusive. Potency is the fitted concentration of half-maximal effect. A portion of the library, so the mix of outcomes need not match the whole.
SMILES,TexasRed fluor,TRb-SRC2 inh,SMN2 splice enh,RGS12 GoLoco inh,JMJD2E inh,ALDH1A1 inh,RECQ1 inh,Lamin A splicing
C=C(C)CNC(=S)N/N=C/c1ccc(NC(C)=O)cc1,-8%,-7%,-4%,5%,-9%,-11%,-14%,u
COc1ccc(C(=O)COC(=O)CN2CC(=O)Oc3ccccc32)cc1Br,-2%,-7%,11%,14%,108%[activator],u,i,9%
COc1ccc(CCNC(=O)CCN2C(=O)COc3ccccc32)cc1OC,-3%,-2%,2%,8%,-4%,-3%,-11%,-15%
Cc1ccc(NC(=O)CN2C(=O)S/C(=C\c3cccn3-c3cccc(C(=O)O)c3)C2=O)cc1C,-4%,-2%,0%,2%,u,2%,-23%,x
COc1ccc(NC(=O)N2CCCC3(CCN(C(=O)c4cnccn4)CC3)C2)cc1,x,x,6%,-3%,x,4%,i,x
COC(=O)c1ccc(/C=N\N2CCN(Cc3ccc(C)cc3)CC2)cc1,-2%,-12%,-33%[inhibitor],1%,2%,0%,-5%,5%
O=C(COc1ccc(C(=O)c2ccc(F)cc2)cc1)NCc1ccc(F)cc1,-22%,2%,-31%[inhibitor],2%,-2%,-13%,-3%,u
Cc1c(Cl)cccc1NC(=S)NCC(C)C,1%,0%,-2%,3%,3%,20%,-16%,7%
OC(CCN1CCC2(CC1)OCCO2)C(F)(F)F (stereo not drawn),-2%,-1%,-8%,-3%,2%,7%,i,11%[46 µM]
CCN(CC)S(=O)(=O)c1ccc2[nH]cc(C(=O)NCCc3ccc(OC)c(OC)c3)c(=O)c2c1,-4%,-5%,-8%,4%,-7%,5%,i,-13%
Cc1cc(C(=O)N2CCCC(C(=O)c3cc(F)ccc3F)C2)c(C)o1 (stereo not drawn),-4%,-5%,x,-4%,5%,14µM*,-4%,x
Cc1nc2ccc(NC(=O)NC(=O)c3c(Cl)cccc3Cl)cc2o1,-2%,-6%,x,4%,-10%,x,i,x

# The closing five records of the part before are carried over, then new ones follow:
SMILES,TexasRed fluor,TRb-SRC2 inh,SMN2 splice enh,RGS12 GoLoco inh,JMJD2E inh,ALDH1A1 inh,RECQ1 inh,Lamin A splicing
Cc1c(Cl)cccc1NC(=S)NCC(C)C,1%,0%,-2%,3%,3%,20%,-16%,7%
OC(CCN1CCC2(CC1)OCCO2)C(F)(F)F (stereo not drawn),-2%,-1%,-8%,-3%,2%,7%,i,11%[46 µM]
CCN(CC)S(=O)(=O)c1ccc2[nH]cc(C(=O)NCCc3ccc(OC)c(OC)c3)c(=O)c2c1,-4%,-5%,-8%,4%,-7%,5%,i,-13%
Cc1cc(C(=O)N2CCCC(C(=O)c3cc(F)ccc3F)C2)c(C)o1 (stereo not drawn),-4%,-5%,x,-4%,5%,14µM*,-4%,x
Cc1nc2ccc(NC(=O)NC(=O)c3c(Cl)cccc3Cl)cc2o1,-2%,-6%,x,4%,-10%,x,i,x
COc1cccc(OC)c1C(=O)NNC(=O)c1ccccc1-n1cccc1,-1%,-5%,7%,6%,2%,1%,-6%,u
COc1cc(NS(=O)(=O)c2ccc(NC(=S)NC(=O)COc3ccccc3OC)cc2)nc(OC)n1,-1%[53 µM],-4%[53 µM],x,-1%,3%,u,-12%,x
COc1ccc(Cl)cc1N/C(N)=N/c1nc(C)cc(C)n1,-2%[53 µM],-3%[53 µM],x,-1%,6%,7%,-1%,u
Cc1ccc(-n2nnnc2SCC(=O)Nc2ccc3c(c2)COC3=O)cc1C,0%,-1%,14%,-8%,0%,-1%,-3%,2%
Cc1nn(Cc2ccc(Cl)cc2)c(C)c1NC(=O)c1noc2c1CCCCC2,-3%,2%,-26%,11%,5%,-4%,-19%,u
CC(=O)Nc1ccc(NC(=O)COC(=O)c2ccc(C)s2)cc1,0%,14%,6%,-16%,6%,u,-11%,-1%
CCOC(=O)c1c(NC(=O)Cn2nnc3ccccc32)sc2c1CCC(C)C2 (stereo not drawn),1%,2%,-34%[inhibitor],1%,u,-2%,-3%,u
Cc1ccccc1C(=O)NCC(=O)Nc1ccccc1C(F)(F)F,-2%,-9%,-9%,8%,12%,1%,i,x
N#Cc1ccc(N2C(=O)[C@@H]3C(C(=O)C(c4ccccc4)c4ccccc4)=NN[C@@H]3C2=O)cc1,-1%,-1%,28%,-2%,2%,u,-4%,-10%
CSc1ccccc1-n1nnnc1SCC(=O)Nc1cc(C)ccc1C,-5%,-1%,-15%,2%,0%,14µM*,i,-20%
COc1ccc(CN2C(=O)Cc3c2nc(N)c2c(N)nc(N4CCOCC4)c(C#N)c32)cc1,2%,-5%,x,-4%,u,x,51%[activator],x
Cc1cc(C(=O)NCc2cccnc2)n(-c2ccccc2)n1,-4%,-7%,2%,-5%,-4%,10%,-2%,-10%

# Overlap with the part before: 2 entries, then new ones.
SMILES,TexasRed fluor,TRb-SRC2 inh,SMN2 splice enh,RGS12 GoLoco inh,JMJD2E inh,ALDH1A1 inh,RECQ1 inh,Lamin A splicing
COc1ccc(CN2C(=O)Cc3c2nc(N)c2c(N)nc(N4CCOCC4)c(C#N)c32)cc1,2%,-5%,x,-4%,u,x,51%[activator],x
Cc1cc(C(=O)NCc2cccnc2)n(-c2ccccc2)n1,-4%,-7%,2%,-5%,-4%,10%,-2%,-10%
COc1ccccc1OC(=O)C1CC(=O)N(c2ccc(Cl)cc2)C1 (stereo not drawn),-4%,0%,u,11%,1%,u,i,8%
Cn1c(=O)n(C)c2cc(/C=C3/NC(=O)N(Cc4ccccc4)C3=O)ccc21,0%,-5%,7%,6%,4%,u,i,6%
Fc1cccc(NC(=S)NNc2c3ccccc3nc3ccccc23)c1,-8%,-2%,-36%[inhibitor],63%[activator],u,3.2µM*,-7%,u
c1ccc(CSc2ccc(-c3ccccn3)nn2)nc1,1%,3%,11µM*,9%,u,-7%,i,x
CNC(=O)C(C)c1ncc(C(F)(F)F)cc1Cl (stereo not drawn),-4%,-3%,7%,6%,5%,-1%,i,x
COc1ccc(N(C(=O)CNC(=O)c2ccco2)C(C(=O)NC2CCCCC2)c2ccco2)cc1 (stereo not drawn),3%,1%,-14%,-5%,-1%,0%,-6%,-2%
COCCNC(=O)CSc1nc(-c2ccccc2)c(-c2ccccc2)o1,2%,6%,-6%,4%,u,u,-3%,u
N#CC1=C(N)N2C(=C(C#N)C13CCCCC3)SC1CCCCC12O (stereo not drawn),-1%,-8%,-28%,-12%,4%,0.71µM*,i,u
O=C(O)C1CSC2c3ccccc3C(=O)N12 (stereo not drawn),-1%,4%,16%,-42%,-3%,7.5µM*,-7%,-7%
CC1CC1C(=O)NCCc1ccc(Cl)cc1 (stereo not drawn),-2%,-1%,10%,8%,5%,6%,-4%,-6%
COc1cc2c(cc1NC(=O)c1cc(-c3ccncc3)nc3ccccc13)oc1ccccc12,2%,-2%,-7%,46%[activator],-29%,5%,-1%,-5%
O=C(C1CCC(=O)N1C1CCCCC1)N1CCN(c2ccc(F)cc2)CC1 (stereo not drawn),1%,-1%,6%,4%,-2%,-1%,i,12%
Cc1ccc(N(CC(=O)O)S(C)(=O)=O)cc1Cl,4%,-5%,u,7%,-5%,6%,-3%,-1%
N#CN(CC(N)=O)c1nc(N2CCCCC2)nc(N2CCCCC2)n1,-1%,-10%,-5%,-12%,-2%,-1%,-5%,6%
FC(F)(F)c1cccc(N2CCN(C(=S)NCC3CCCO3)CC2)c1 (stereo not drawn),-4%,0%,-69%[inhibitor],8%,5%,-4%,-17%,x
CCN(CC)S(=O)(=O)c1ccc2c3c(cccc13)C(=O)N2,-2%,0%,16%,5%,u,u,-13%,-10%
Cc1ccc(S(=O)(=O)N2CCCC2)cc1[N+](=O)[O-],0%,1%,-1%,-6%,9%,7%,-8%,-9%
O=C(NCCc1c[nH]c2ccccc12)/C(=C\c1cccnc1)NC(=O)c1ccccc1F,-7%,-2%,x,18%,8%,-2%,-1%,5%[46 µM]
Cc1cc(=O)[nH]c(SCC(=O)N(CCC#N)c2ccccc2)c1C#N,1%,-3%,14%,4%,9%,u,i,u
COc1ccc(S(=O)(=O)NC(CC(=O)NCc2ccco2)C(C)C)cc1 (stereo not drawn),1%,7%,-10%,2%,-5%,5%,-6%,-6%
O=C(/C=C/c1ccccc1)NC(=O)c1ccccc1O,-2%,3%,x,11%,7%,x,-7%,-14%[46 µM]
O=C(NCCc1cccs1)c1ccc(Cl)c(Cl)c1,-2%,-6%,x,5%,-7%,-1%,i,u
Cn1c(C(C#N)C(=O)Cc2cccc3ccccc23)nc2ccccc21 (stereo not drawn),-3%,3%,-9%,9%,-3%,u,-4%,1%
NC(=O)C1CCN(CC(=O)c2c[nH]c3ccc(F)cc23)CC1,3%,10%,u,-17%,-15%,u,2%,-6%
CCn1c(C)nc2cc(C(=O)NNC(=O)CCC3CCCC3)ccc21,3%,-28%,5%,86%[activator],-3%,-4%,-6%,-11%

# High-throughput results deposited in PubChem by National Center for Advancing Translational Sciences (NCATS).
